# Bioassay records as filed in PubChem.
# CatS block: human cathepsin S inhibition; recombinant cathepsin S, AMC dipeptide fluorescence, pooled mixtures; hit rate 0.06% among 62,000; P25774; inhibition, %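 (tested at 5 µM per compound within 10-compound mixtures)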; in the data active = inhibition above about 32%, passing the limit was not always enough;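 note: 0% = enzyme without compound and 100% = blank without enzyme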
# CatB mix inh: human cathepsin B inhibition by mixtures; P07858; Purified cathepsin B, AMC dipeptide fluorescence, compound mixtures; inhibition, %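 (ten-compound pools at 5 µM per compound and 50 µM total)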; hit rate 0.06% among 62,000; AID 488; in the data active = inhibition above about 22%, passing the limit was not always enough;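 note: 0% = enzyme without compound and 100% = no enzyme blank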
# Ec RNAP inh: blocks E. coli RNA polymerase transcription; P0A8V2; fluorescence transcription assay; inhibition, %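 (tested at 10 µM)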; hit rate 0.2% among 62,000; in the data active = inhibition above about 20%;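 note: 0% = enzyme without compound and 100% = no enzyme blank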
# Target sequence (P0A8V2 whole entry, looked up): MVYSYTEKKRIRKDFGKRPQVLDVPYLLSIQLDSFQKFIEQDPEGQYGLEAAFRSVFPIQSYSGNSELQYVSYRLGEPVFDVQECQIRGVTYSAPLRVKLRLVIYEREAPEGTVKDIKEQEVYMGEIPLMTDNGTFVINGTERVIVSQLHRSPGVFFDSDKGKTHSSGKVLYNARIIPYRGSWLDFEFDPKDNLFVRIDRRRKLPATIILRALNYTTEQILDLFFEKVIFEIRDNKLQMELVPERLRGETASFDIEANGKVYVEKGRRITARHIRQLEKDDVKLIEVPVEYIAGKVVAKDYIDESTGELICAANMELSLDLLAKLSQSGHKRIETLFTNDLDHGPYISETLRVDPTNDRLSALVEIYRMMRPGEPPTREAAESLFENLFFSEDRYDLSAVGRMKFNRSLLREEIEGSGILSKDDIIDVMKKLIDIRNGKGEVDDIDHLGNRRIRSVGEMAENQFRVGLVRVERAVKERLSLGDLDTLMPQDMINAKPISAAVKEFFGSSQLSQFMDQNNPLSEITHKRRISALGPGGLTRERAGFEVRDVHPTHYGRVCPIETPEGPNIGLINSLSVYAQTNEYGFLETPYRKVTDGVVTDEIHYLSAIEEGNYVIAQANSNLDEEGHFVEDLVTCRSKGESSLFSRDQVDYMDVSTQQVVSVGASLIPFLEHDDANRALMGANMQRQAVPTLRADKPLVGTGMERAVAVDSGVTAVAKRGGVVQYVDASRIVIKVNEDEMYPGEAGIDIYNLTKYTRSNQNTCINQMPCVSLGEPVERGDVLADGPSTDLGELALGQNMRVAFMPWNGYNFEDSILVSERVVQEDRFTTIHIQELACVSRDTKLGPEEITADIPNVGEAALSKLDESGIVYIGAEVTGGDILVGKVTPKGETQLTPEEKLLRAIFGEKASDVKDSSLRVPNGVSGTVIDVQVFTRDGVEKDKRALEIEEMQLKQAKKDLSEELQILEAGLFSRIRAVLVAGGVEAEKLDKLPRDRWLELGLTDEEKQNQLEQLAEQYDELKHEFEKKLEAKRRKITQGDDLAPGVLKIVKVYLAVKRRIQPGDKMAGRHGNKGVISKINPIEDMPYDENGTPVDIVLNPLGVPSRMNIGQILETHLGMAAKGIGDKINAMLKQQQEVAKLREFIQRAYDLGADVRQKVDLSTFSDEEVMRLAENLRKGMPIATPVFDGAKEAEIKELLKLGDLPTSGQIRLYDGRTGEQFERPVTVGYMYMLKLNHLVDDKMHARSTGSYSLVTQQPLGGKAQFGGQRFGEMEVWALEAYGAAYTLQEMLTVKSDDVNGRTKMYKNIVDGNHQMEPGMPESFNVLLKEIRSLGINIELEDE
# CatB inh: human cathepsin B inhibition; P07858; purified cathepsin B, fluorogenic substrate, fluorescence; hit rate 0.1% among 63,000; inhibition, %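 (tested at 10 µM)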; AID 453; in the data active = inhibition above about 21%;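 note: 0% = enzyme with no compound and 100% = no enzyme blank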
# C1s inh: blocks human complement C1s protease activity. hit rate 0.16% among 62,000. purified C1s, fluorogenic AMC substrate, pooled mixtures. AID 538. mean inhibition % of two 10-compound mixtures (hits give high values), % at 5 µM (by protocol);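 active = inhibition above 20% in each of the two 10-compound mixture wells holding the compound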;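 note: 0% = enzyme wells lacking compound mixture and 100% = no-enzyme blank wells; some compounds called inactive have numbers as strong as hits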
# FXIa mix inh: factor XIa (human) inhibition, mixture screen; P03951; purified FXIa, fluorogenic substrate, pooled mixtures; inhibition, % at 5 µM; hit rate 0.19% among 62,000; AID 680; in the data active = inhibition above about 20%, passing the limit was not always enough;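 note: each value is inhibition by a whole ten-compound pool holding the compound; 0% = enzyme with no mixture and 100% = wells lacking enzyme; strong numbers were not always called active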
# CatG inh: inhibitors of human cathepsin G. P08311. purified enzyme, AMC-tetrapeptide fluorescence, pooled mixtures. inhibition, % at 5 µM (by protocol). hit rate 0.2% among 62,000. AID 581;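 active = inhibition above 20% in each of the two mixture wells holding the compound; inactive = inhibition of 20% or less in either well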;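 note: 0% = enzyme control without mixture and 100% = blank lacking enzyme; strong numbers were not always called active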
# CatL block: blocks human cathepsin L protease activity; P07711; purified cathepsin L, fluorogenic substrate, fluorescence; inhibition, %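 (tested at 10 µM)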; hit rate 0.17% among 58,000; AID 460; in the data active = inhibition above about 45%;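 note: 0% = enzyme with no compound and 100% = no enzyme blank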
# AP complement: alternative pathway complement inhibition, orthogonal assay; Human serum alternative complement pathway, LPS-coated ELISA, C3 deposition; tested in compound mixtures; inhibition, % at 5 µM; hit rate 0.08% among 62,000;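 active = inhibition above 30% in each of the two pooled mixtures holding the compound, so the lower value exceeds 30%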;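 note: 0% = serum in Mg-EGTA without compound and 100% = EDTA serum blank; some compounds past the cut are filed as inactive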
#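 Medium: diluted human serum in Mg2+-EGTA GVB++. Assay system: human serum complement alternative pathway, C3 deposition onto LPS. Also added: Plate-bound LPS. Technique: Anti-C3 ELISA, OD 450 nm. Measure: percent inhibition. Incubation: 1 h at 37 °C. Dosing: 5 µM each compound, pools of ten, 50 µM per pool.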
# Active calls of the source: *; . = not tested or not shown. An excerpt, so the mix of outcomes need not match the whole.
SMILES,CatS block,CatB mix inh,Ec RNAP inh,CatB inh,C1s inh,FXIa mix inh,CatG inh,CatL block,AP complement
COc1ccc(-c2nc3oc4cc(OC)ccc4c(=O)c3c(=O)n2Cc2ccco2)cc1,-4,1,.,1,14,7,10,5,8
CCOC(=O)c1c(NC(=O)OC)sc(C(=O)N(CC)CC)c1C,-7,3,0,1,-4,6,7,.,20
O=C(CSc1nnnn1C1CCCC1)Nc1ccc2c(c1)OCO2,3,-3,5,2,-18,-6,6,28,-2
Cc1ccc(C)c2[nH]c(=O)c(CN(Cc3ccco3)C(=O)Nc3ccccc3)cc12,4,4,.,1,17,2,13,-3,7
O=C(NC(NC1CCS(=O)(=O)C1)C(=O)c1cccs1)c1ccccc1 (centres undefined),-9,-3,4,3,3,3,6,-5,1
O=S(=O)(NC1CCCC1)c1ccc(S(=O)(=O)N(Cc2cccs2)CC2CCCO2)cc1 (centres undefined),4,-4,11,0,3,1,13,-1,5
Cc1ccc2c(c1)nnn2C1CCN(S(C)(=O)=O)CC1,-5,0,6,3,12,10,9,15,-11
CCOC(=O)c1ccc(NC(=O)CC2Sc3ncnn3C2=O)cc1 (centres undefined),6,1,0,4,0,10,0,-2,9
O=c1[nH]c(CSc2nnc(COc3ccccc3)n2-c2ccccc2)nc2ccccc12,4,5,9,-2,-21,3,-4,-2,8
Cc1ccc2c(c1)cc(CN(Cc1ccc3c(c1)OCO3)S(=O)(=O)c1ccccc1)c1nnnn12,-1,0,2,1,0,-4,9,12,-4
O=C(NC1CCCc2ccccc21)C1CCN(S(=O)(=O)c2cccc3nonc23)CC1 (centres undefined),13,3,9,-1,-12,1,-3,3,-6
COc1ccc2[nH]c(C(=O)O)c(CCNC(C)=O)c2c1,10,4,2,-1,-11,8,-1,-3,6
COCC(=O)Nc1ccc(C(N)=O)cc1,12,4,11,4,18,7,13,.,-2
Nc1ncnc2nc(SCCc3ccccc3)[nH]c12,-1,4,-1,2,-7,7,-10,-1,-13
O=C(Nc1nc2n(n1)C(c1ccc(Cl)cc1)CC(c1ccc(Cl)cc1)N2)c1ccco1 (centres undefined),2,-3,7,-1,-38,-9,-7,35,-18
COc1ccc(-c2nc3ccccc3c(=O)n2CCCN2CCOCC2)cc1,0,-1,4,5,13,5,11,12,12
Cc1cc(C)nc(Nc2ccccc2Br)n1,-1,1,7,-2,23,5,13,3,14
CCOC(=O)c1cc(-c2ccncc2)nc2c1c(C)nn2-c1ccccn1,-5,-5,6,-1,-61,1,-3,-8,8
CCOC(=O)C1CCN(c2c(NC3CCCCCCC3)c(=O)c2=O)CC1,-3,-7,2,-1,4,-1,7,-5,12
CCc1ccc(NC(=O)c2cnc3scc(C)n3c2=O)cc1,0,5,5,3,8,5,11,-2,13
CCCC(c1nnnn1CC(=O)OCC)N(Cc1cc2ccc(C)cc2[nH]c1=O)C1CCCC1 (centres undefined),13,4,8,-2,-18,3,-4,-3,9
Cc1ccc(C)c(N2CCN(S(=O)(=O)c3ccc4c(c3)OCCO4)CC2)c1,0,3,-3,-1,7,14,4,9,16
COc1ccccc1-c1nnc2sc(COc3ccc(Cl)cc3Cl)nn12,9,4,6,6,0,7,-3,8,-28
O=C(COC(=O)c1ccco1)Nc1ccc2c(c1)OCO2,-1,2,6,-2,-23,6,-1,0,18
CCOC(=O)c1cn(-c2ccccc2)nc1-c1cccnc1,13,1,10,-1,4,-3,10,30,10

# Other results follow:
SMILES,CatS block,CatB mix inh,Ec RNAP inh,CatB inh,C1s inh,FXIa mix inh,CatG inh,CatL block,AP complement
O=C(CSc1nnc(CNc2ccc(F)cc2)n1Cc1ccccc1)N1CCOCC1,2,-4,4,2,-32,2,-2,12,0
CCCn1c(=O)c(C(=O)Nc2nnc(CC)s2)c(O)c2ccccc21,-1,6,1,0,16,6,10,2,18
CCN(CC)S(=O)(=O)c1ccc(NC2c3ncccc3C(=O)N2Cc2ccccc2)cc1 (centres undefined),-30,-17,0,2,-174,10,-29,-6,3
CCn1c(SCC(=O)C(C)(C)C)nnc1-c1cccnc1,-26,0,7,6,1,2,4,9,2
CCc1cccc(NC(=O)CCS(=O)(=O)c2cccc3nonc23)c1,-3,3,5,4,15,4,10,-8,11
CCOCCCNC(=O)C(NC(=O)CNC(C)=O)c1ccc(Cl)cc1 (centres undefined),-4,1,6,1,9,4,7,-3,9
O=C(Nc1ncnc2sc3c(c12)CCC3)c1ccco1,14,4,7,7,-51,-15,-7,10,-6
O=C(O)c1cccc(NC(=O)c2cccc(NC(=O)C3CCCO3)c2)c1 (centres undefined),3,-1,7,1,14,5,8,7,-3
O=C(Cn1[nH]c(=O)c2ccccc2c1=O)OCC(=O)N1CCCc2ccccc21,0,5,1,1,16,11,12,2,11
CN(C)C(=O)C1(c2ccccc2)CCN(S(=O)(=O)c2ccccc2)CC1,13,5,5,7,0,6,-5,6,-2
CCOC(=O)N1CCN(S(=O)(=O)c2ccc3c(c2)SCC(=O)N3)CC1,-7,3,-1,-3,-22,-2,6,-3,7
O=C1COc2ccc(C(=O)CSc3nnnn3-c3ccccc3)cc2N1,-1,2,3,2,-32,-3,7,8,12
c1ccc(CNCCN2CCNCC2)nc1,-8,3,11,1,-34,0,5,10,16
Cc1cc(N2C(=O)C(=O)/C(=C(/O)c3ccc(F)cc3)C2c2ccc(Cl)cc2)no1 (centres undefined),0,1,3,0,-2,13,0,3,11
COc1ccc(CCNC(=O)C2CCCN(S(=O)(=O)c3cnc[nH]3)C2)cc1OC (centres undefined),-1,-4,9,0,16,7,8,.,6
CC(C)(C)C1CCc2onc(C(=O)NCc3ccc(F)cc3)c2C1 (centres undefined),10,0,5,7,13,3,8,21,-2
Cc1ccc2[nH]c(=O)c(CN(CC3CCCO3)C(=O)c3ccncc3)cc2c1 (centres undefined),-8,-8,8,-2,3,-1,12,6,0
CCOC(=O)C1=C(CNC2CCCCC2)NC(=O)NC1c1cc(C)ccc1C (centres undefined),0,7,4,-1,3,8,2,-1,8
CCCCNc1cc(=O)n(C)c(=O)[nH]1,-5,1,3,-1,-5,7,7,-6,17
CC1CCN(C(=O)C2c3ccccc3C(=O)N3CCc4ccccc4C23)CC1 (centres undefined),-8,1,-2,4,-8,-1,2,4,20
CCn1c(SCC(=O)NCc2cccs2)nnc1-c1ccncc1,-1,2,-2,-1,-3,-3,5,-1,12
Cn1c(CCN2CCCCC2)nc2cc(NC(=O)NC3CCCCC3)ccc21,-1,3,9,4,-33,3,5,14,6
Cc1cc(C)n(C(=O)c2ccc(NC(=O)CC(C)C)cc2)n1,0,2,-7,-2,-14,1,-13,-4,-3
O=C(CCS(=O)(=O)Cc1ccccc1)NC1CCCCC1,1,2,.,-4,-14,1,-2,15,18
Cc1ccc(S(=O)(=O)Cn2nnnc2CN2CCCC3(CCCCC3)C2)cc1,-1,-5,6,1,3,-1,11,30,-12

# Entries above that contain a tert-butyl group, in the order listed:
SMILES,CatS block,CatB mix inh,Ec RNAP inh,CatB inh,C1s inh,FXIa mix inh,CatG inh,CatL block,AP complement
CCn1c(SCC(=O)C(C)(C)C)nnc1-c1cccnc1,-26,0,7,6,1,2,4,9,2
CC(C)(C)C1CCc2onc(C(=O)NCc3ccc(F)cc3)c2C1 (centres undefined),10,0,5,7,13,3,8,21,-2

# Next results follow.
SMILES,CatS block,CatB mix inh,Ec RNAP inh,CatB inh,C1s inh,FXIa mix inh,CatG inh,CatL block,AP complement
O=C(O)c1c(F)c(F)cc2ccccc12,4,5,5,-5,-28,13,-2,14,7
Cc1csc(N2CCc3ccccc32)n1,0,2,4,-3,7,3,6,-10,8
O=C(NCCc1ccccc1)C1CCN(S(=O)(=O)c2ccc(-c3nn[nH]n3)cc2)CC1,-4,2,-2,0,-3,-4,8,-3,26
COC(=O)CC1C(=O)NC2CCCCC2N1C(=O)c1ccccc1 (centres undefined),21,7,12,3,7,1,13,7,14
COc1ccc(-c2noc(COc3ccc(C)c(C)c3)n2)cc1OC,-2,3,9,2,8,0,8,8,-2
COc1ccc(S(=O)(=O)Nc2cc(Cl)ccc2OC)cc1,17,4,11,.,12,4,13,15,-4
CCOC(=O)CSc1nnc(CSc2nc3ccccc3s2)n1C,2,-1,5,5,15,2,10,18,9
CC1=Nc2ccccc2NC(=O)C1Sc1nnc(C)s1 (centres undefined),7,-6,-3,-1,-22,-1,1,9,2
CC(C)COCC1CC2(CC(C)(c3csc(N)n3)OC2=O)C(=O)O1 (centres undefined),11,-3,-5,0,-14,4,-5,3,20
CN1CCN(c2nc3c(c(=O)[nH]c(=O)n3C)n2CCSc2nc3ccccc3s2)CC1,2,4,6,-1,4,10,6,36,5
COc1ccccc1N1C(=O)CC(Nc2ccc(N3CCOCC3)cc2)C1=O (centres undefined),-1,3,3,-1,2,4,0,-5,-5
O=C(Nc1nnc(-c2ccncc2)s1)C1CCCO1 (centres undefined),19,8,4,-2,-4,6,1,-2,7
Nc1cc(CN2C(=O)c3ccccc3C2=O)cc(Cl)c1O,3,5,7,6,16,2,14,19,1
CC(C)(O)C1=NOC(c2ccccc2)C1 (centres undefined),-13,-13,6,2,-71,-14,-6,-15,17
CC(C)CC(c1nnnn1CC1CCCO1)N1CCN(C2CCCC2)CC1 (centres undefined),-2,-6,-1,0,-30,-5,-11,4,-5
O=C(COC(=O)CCC(=O)Nc1nccs1)NCc1ccco1,-8,-8,1,2,-22,-2,0,25,13
COc1cccc(-n2nnc3c(=O)n(CC(=O)N4CCCc5ccccc54)cnc32)c1,-3,1,6,5,2,-1,6,10,20
Cc1cc(C)cc(OCC(=O)N2CCCCCC2)c1,6,-1,4,1,3,2,9,21,-11
CC(N=C1NS(=O)(=O)c2ccccc21)c1ccccc1 (centres undefined),16,9,3,9,-21,1,-12,17,-9
Cc1oc2c(c(=O)c1C)C(=O)CC(c1ccccc1)C2 (centres undefined),-2,-2,-2,2,-3,6,-1,.,7
O=C(CSc1oc(-c2cccs2)nc1S(=O)(=O)c1ccc(F)cc1)NCC1CCCO1 (centres undefined),15,4,7,3,-6,-3,10,0,19
CC(C)Cn1c(N)c(C(=O)COC(=O)c2ccc3c(c2)OCCO3)c(=O)n(C)c1=O,8,2,10,6,-32,-7,-1,5,-8
COc1ccccc1CNC(=O)COC(=O)c1cnccn1,2,4,3,-1,-4,-2,10,7,14
O=c1c(-c2ccc(Br)cc2)coc2c(CN3CCOCC3)c(O)ccc12,-9,-8,2,3,-10,1,5,-7,14
COC(=O)C1=C(N)Oc2cc(C)n(CC3CCCO3)c(=O)c2C1c1ccccc1OC (centres undefined),-3,-2,4,5,-13,-3,6,.,21
Cc1c(-n2cc(C(=O)c3ccccc3O)cc(C#N)c2=O)c(=O)n(-c2ccccc2)n1C,-1,-3,4,6,-34,-12,-1,28,8
CCCCCCn1c(N2CCN(c3cccc(Cl)c3)CC2)nc2c1c(=O)[nH]c(=O)n2C,-7,4,12,4,-15,-9,8,-7,19
Cc1ccc2c(c1)N(CC(=O)N1CCCCC1c1cccnc1)C(=O)CO2 (centres undefined),-2,3,3,3,11,6,8,9,0
COc1cccc(C2NC(=O)NC(C)=C2C(=O)Nc2cc(OC)ccc2OC)c1 (centres undefined),1,4,10,5,18,9,13,0,10

# Looked up by compound from the list above (five):
SMILES,CatS block,CatB mix inh,Ec RNAP inh,CatB inh,C1s inh,FXIa mix inh,CatG inh,CatL block,AP complement
CC1=Nc2ccccc2NC(=O)C1Sc1nnc(C)s1 (centres undefined),7,-6,-3,-1,-22,-1,1,9,2
Nc1cc(CN2C(=O)c3ccccc3C2=O)cc(Cl)c1O,3,5,7,6,16,2,14,19,1
CC(C)Cn1c(N)c(C(=O)COC(=O)c2ccc3c(c2)OCCO3)c(=O)n(C)c1=O,8,2,10,6,-32,-7,-1,5,-8
Cc1oc2c(c(=O)c1C)C(=O)CC(c1ccccc1)C2 (centres undefined),-2,-2,-2,2,-3,6,-1,.,7
Cc1csc(N2CCc3ccccc32)n1,0,2,4,-3,7,3,6,-10,8
